# Rad51 HR inh: human RAD51 strand exchange inhibitors, primary screen, biochemical, fluorescence; hRad51 DNA strand exchange, fluorescence dequenching; inhibition, % at 10 µM; 0.085% of 200,000 active;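 active = inhibition above 40% at the single screening dose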;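 also: 0% = DMSO control wells and 100% = blanks with heterologous ssDNA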
#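 Test system: preformed human Rad51 ssDNA filaments. Compound dosing: single dose, 10 µM final compound. Incubation: filaments 15 min 37 °C, then compound 30 min. Technique: FRET fluorescence dequenching, excitation 485 nm, emission 520 nm. Read-out basis: percent inhibition from fluorescence, normalised to plate control and blank means. Benchmarks: plate controls and plate blanks.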
# thrombin 1536: human alpha-thrombin inhibitors, primary screen, counter-screen for coagulation protease inhibitor project, biochemical, 1536-well, fluorogenic AMC substrate; Prothrombin (Homo sapiens), P00734; Boc-VPR-AMC fluorogenic substrate cleavage; inhibition, % at 5 µM; 0.26% of 220,000 active; AID 1046, 2008;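 active = inhibition at or above 40%; inactive = inhibition below 40%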;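 also: 0% = enzyme with no compound and 100% = wells without enzyme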
#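 System: Human alpha-thrombin protein | Medium: pH 7.5 Tris (50 mM) with NaCl 150 mM, Tween 20 0.05% | Times: Enzyme reaction carried out at room temperature | Detection: AMC fluorescence, 355/460 nm | Evaluation: Percent inhibition scaled between no-compound controls and no-enzyme blanks | Benchmarks: Enzyme without compound as high, wells lacking enzyme as low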
# 14-3-3 Bad inh: inhibitors of 14-3-3 zeta/Bad binding, primary screen, biochemical, TR-FRET, bovine 14-3-3 zeta | 0.71% of 220,000 active | TR-FRET 14-3-3zeta/Dy647-pBad peptide displacement, 1 h | AID 781, 2007 | 14-3-3 protein zeta/delta (Bos taurus), P63103 | inhibition, % at 21.7 µM;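 active = inhibition above about 70%, limit read from the data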;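 also: 0% = full 14-3-3 plus peptide FRET controls and 100% = background without 14-3-3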
# Target sequence (P63103 whole entry, looked up): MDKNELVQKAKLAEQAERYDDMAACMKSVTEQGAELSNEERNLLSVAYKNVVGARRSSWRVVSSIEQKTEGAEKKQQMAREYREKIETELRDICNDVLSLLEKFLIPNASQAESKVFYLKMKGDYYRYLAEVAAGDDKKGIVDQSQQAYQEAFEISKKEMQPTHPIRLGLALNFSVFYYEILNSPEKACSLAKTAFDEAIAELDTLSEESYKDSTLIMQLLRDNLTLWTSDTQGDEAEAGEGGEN
# eIF4E 4G PPI: eIF4E–eIF4G protein interaction inhibitors, primary screen, biochemical, uHTS, TR-FRET, eIF4GI fragment; Eukaryotic translation initiation factor 4E (Mus musculus) + Eukaryotic translation …; TR-FRET eIF4E-eIF4GI(517-606) binding, 2 h; inhibition, % at 21.7 µM; 0.37% of 220,000 active;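 also: 0% = full FRET control wells and 100% = background wells lacking eIF4GI fragment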
# EBV gp42 block: Epstein-Barr virus gp42 inhibitors, primary screen, biochemical, uHTS, fluorescence polarization; Glycoprotein 42 (Epstein-Barr virus (strain AG876)), Q1HVG2; Fluorescence polarization binding assay, mP read-out; inhibition, % (tested at 21.74 µM); 0.42% of 220,000 active; in the data active = inhibition above about 50%
# Target sequence (Q1HVG2 whole entry, looked up): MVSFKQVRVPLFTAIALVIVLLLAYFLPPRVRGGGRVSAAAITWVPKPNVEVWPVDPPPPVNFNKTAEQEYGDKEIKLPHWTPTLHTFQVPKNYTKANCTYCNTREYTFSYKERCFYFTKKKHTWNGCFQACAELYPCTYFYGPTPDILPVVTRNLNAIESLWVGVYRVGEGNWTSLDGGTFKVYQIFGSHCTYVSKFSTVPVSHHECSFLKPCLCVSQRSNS
# NCF1 inh: p47phox/p22phox peptide binding inhibitors, primary screen, biochemical, uHTS, NADPH oxidase regulatory subunit; Neutrophil cytosol factor 1 (Homo sapiens), P14598; fluorescence polarization, 2 h; inhibition, % at 24.7 µM; 0.53% of 220,000 active;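 also: 0% = p47phox with labelled peptide and 100% = labelled peptide alone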
# Target sequence (P14598 whole entry, looked up): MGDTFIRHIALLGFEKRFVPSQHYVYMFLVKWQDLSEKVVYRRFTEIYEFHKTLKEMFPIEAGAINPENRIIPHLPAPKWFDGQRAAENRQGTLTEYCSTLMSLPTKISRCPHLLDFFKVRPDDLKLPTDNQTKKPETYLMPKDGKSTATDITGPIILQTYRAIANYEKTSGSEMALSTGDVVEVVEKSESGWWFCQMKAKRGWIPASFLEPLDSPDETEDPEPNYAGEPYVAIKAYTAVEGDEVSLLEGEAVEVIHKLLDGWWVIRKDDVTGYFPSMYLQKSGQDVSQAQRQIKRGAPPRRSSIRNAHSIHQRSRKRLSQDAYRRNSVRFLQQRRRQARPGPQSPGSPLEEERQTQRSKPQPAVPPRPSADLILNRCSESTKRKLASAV
# Furin inhibitor: human furin inhibitors, primary screen, biochemical, fluorescence intensity; P09958; purified furin, fluorogenic substrate cleavage; inhibition, % at 30 µM; 0.061% of 220,000 active; in the data active = inhibition above about 25%; also: inactives centre near -15
# KLK5 inh: human KLK5 protease inhibitors, primary screen, biochemical, 1536-well. Kallikrein-5 (Homo sapiens), Q9Y337. recombinant hK5, fluorogenic AMC substrate cleavage. inhibition, % at 5 µM. 0.59% of 210,000 active. AID 873, 2007;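 active = inhibition of 40% or more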;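 also: 0% = enzyme controls without compound and 100% = no-enzyme blanks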
# KCC2 mod: KCC2 cotransporter modulators, thallium flux, primary screen, cell-based, HEK293 KCC2, FluoZin-2 fluorescence, MLSMR. Solute carrier family 12 member 5 (Homo sapiens), Q9H2X9. KCC2 cells, thallium flux FluoZin-2 fluorescence. B-score of Tl+ flux slope (higher = more flux/activation; lower = inhibition) at 10 µM. 2.2% of 190,000 active. AID 1456, 2008;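 active = thallium flux slope and its plate-corrected score both differing from the plate sample mean at a set confidence after two filtering rounds, in either direction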;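 also: slope of fluorescence scaled to starting intensity during 10 to 20 s after thallium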
# * hit, by the source's call; . = no result given; & = joins results of further samples; [ ] = dose if it differs, or a comment.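 The calls were made as follows, unless noted: active = inhibition above about 30% (limit read from the data); inactive = the rest.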
SMILES,Rad51 HR inh,thrombin 1536,14-3-3 Bad inh,eIF4E 4G PPI,EBV gp42 block,NCF1 inh,Furin inhibitor,KLK5 inh,KCC2 mod
CCCC(c1nnnn1Cc1cccs1)N1CCN(C)CC1 (stereo not drawn),-3,-1,0,3,9,7,-10,-6,0.43
Cc1cc(C(=O)N/N=C2\CC(=O)c3ccccc32)c(C)n1-c1ccc(F)cc1,19,-2,-2,-1,-17,-8,-7,3,-0.0047
COc1ccc(C(=O)COC(=O)CCC(=O)c2cccs2)cc1,1,-19,-5,-5,3,-1,-12,-10,-0.63
C=CCOc1cccc(C2C(C(=O)c3ccc(C)o3)=C(O)C(=O)N2Cc2ccncc2)c1 (stereo not drawn),-11,23,27,-5,8,-18,-12,18,-0.67
CCn1c(SCC(=O)c2ccccc2)nc2ccccc2c1=O,13,-3,0,2,-9,-10,-23,2,-0.85
Fc1cc2[nH]c(=S)[nH]c2cc1Cl,-2,-2,-13,1,3,-6,0,-1,1.4
COC(=O)[C@@H]1C[C@@]2(O)[C@H](O)[C@H](O)[C@H](O)C[C@H]2N1Cc1cc(F)ccc1F,-6,-6,0,8,-12,0,-24,-3,-1.4
Cc1cc(C)c(NC(=S)N2CCCC2C(=O)O)c(C)c1 (stereo not drawn),7,-9,6[fluorescence artefact?],3,-13,0,-8,8,2
CNC(=S)NNC(=O)c1sccc1OCc1cccc(C(F)(F)F)c1,-5,-1,-12,3,-6,1,-15[20 µM],-5,-0.6
C#CCOCCOCCOCCNc1nc(N2CCN(C(=O)[C@H]([C@@H](C)CC)n3cc([C@@H](N)CO)nn3)CC2)nc(N2CCN(C(=O)[C@H]([C@@H](C)CC)n3cc([C@@H](N)CO)nn3)CC2)n1,6,-1,5,2,-22,10,-9,10,-0.1
O=C(NCc1ccco1)C1CCCN1C(=O)NCc1ccccc1 (stereo not drawn),-3,14,-18,5,7,5,-22,-14,.
COc1ccc(C(C)=O)cc1CSc1nnc(-c2ccccc2O)n1-c1ccccc1,4,1,-12[fluorescence artefact?],-8,-5,-5,-16[20 µM],-5,.
Cc1cc2c(C)nc3ccccc3c2o1,13,-3,2,2[fluorescence artefact?],-3,4,-15[20 µM],-15,-0.12
CCN1CCN(c2oc(/C=C/c3ccccc3)nc2C#N)CC1,11,-3,15,2,-19,-10,-283,-9,0.042
COc1ccccc1C1CC(c2ccccc2)Nc2ncnn21 (stereo not drawn),9,2,0,-2,-4,2,-19,3,.
CCn1cc(C(=O)O)c(=O)c2cc3c(cc21)OCO3,.,.,1,0,-1,4,-10,8,-0.26
CC(=O)c1cccc(NC(=O)CN2C(=S)NC(C)(C)CC2C)c1 (stereo not drawn),3,-10,-7,-3,8,-2,-30,-5,-0.47
S=c1nc(-c2csc3c2CCCC3)[nH][nH]1,13,-1,-19,-2,-4,-10,-28,-10,4.2*
O=S(=O)(Cc1ccccc1)Nc1ccc(Br)cn1,-7,1,4,1,-4,-3,-15,-9,0.092
CCN(CCCNC(=O)CCCN1C(=O)COc2ccc(C)cc21)c1cccc(C)c1,0,1,-14,4,10,8,-31,1,-1.5

# Records listed above that bear a hit mark in KCC2 mod:
Compound	14-3-3 Bad inh	eIF4E 4G PPI	EBV gp42 block	NCF1 inh	Furin inhibitor	KLK5 inh	KCC2 mod
S=c1nc(-c2csc3c2CCCC3)[nH][nH]1	-19	-2	-4	-10	-28	-10	4.2*

# Carrying on:
SMILES,Rad51 HR inh,thrombin 1536,14-3-3 Bad inh,eIF4E 4G PPI,EBV gp42 block,NCF1 inh,Furin inhibitor,KLK5 inh,KCC2 mod
OCCN(CCO)c1nc(-c2ccccc2)nc2c1oc1ccccc12,5,-11,12,6,5,-13,-22,-3,-0.46
COc1ccccc1OCC(=O)Nc1ccc(N2CCCCC2)cc1,7,-17,6,8,-8,-6,-35,0,-0.16
Cn1c(C(=O)N2CCCC(C(=O)NCc3cccs3)C2)cc2sccc21 (stereo not drawn),-2,-4,8,0,-15,-15,-29,-3,-1.3
C=CCN(CC=C)C(=O)c1cccc(S(=O)(=O)N2c3ccccc3CC2C)c1 (stereo not drawn),.,3,4,-9,-18,-4,-25,4,-2.5
Cc1ccc(NC(=O)CN2C(=O)S/C(=C\c3ccccn3)C2=O)cc1,-1,-5,-6,2,-2,-18,-28,-3,0.49
CC1(O)c2ccccc2C(=O)N1CCc1ccccc1F (stereo not drawn),0,-3,-2[fluorescence artefact?],-8,-12,-16,-23,-10,.
CC(C)(C)OC(=O)NCCc1nnc(SCC(=O)Nc2cccc(Cl)c2)o1,4,-4,-1,2,8,2,-21,4,.
CCOC(=O)/C(=C/Nc1ccccc1)[N+](=O)[O-],-1,-3,-6,-2,1,-2,-20[20 µM],31,0.18
COc1cc(/C=N/n2c(C)n[nH]c2=S)ccc1OCc1ccc(F)cc1,.,3,-1,-4[fluorescence artefact?],-1,-18,-15,-1,-0.25
CCOC(=O)Cn1cc(/C=C(\C#N)C(=O)N2CCOCC2)c2ccccc21,12,-4,4,3,-4,-4,0,-3,1.1
Cc1ccc(CNC(=O)CCS(=O)(=O)c2ccc(Br)s2)cc1,-3,-1,3,-5,-11,-13,-30[20 µM],-4,.
COc1ccc(NS(=O)(=O)c2cccc(-c3n[nH]c(=S)n3Cc3ccccc3)c2)cc1,3,-22,-10,2,8,-6,-21,-1,-1.4
COc1ccc(NC(=O)Cc2c(O)c3ccccc3[nH]c2=O)cc1,0,-11,-11[fluorescence artefact?],-8,2,-19,-20[20 µM],-4,0.25
N#Cc1cc2c(nc1SCC(N)=O)CCCCC2,-8,2,-4[fluorescence artefact?],-16,-11,-11,-23[20 µM],-24,.
O=C(Cc1ccc(Cl)cc1)N/N=C/c1cccs1,-64,-3,-5,-4,7,-10,-22,-3,0.18
COc1ccc(NC(=O)COC(=O)c2ccc(S(=O)(=O)N(C)c3ccccc3OC)cc2)cc1OC,1,-8,-5,-1,-9,-46,-11,-2,-0.72
COc1ccc(CCNC(=O)CC2C(=O)NCCN2CC(C)(C)C)cc1 (stereo not drawn),-8,-4,-3,0,-2,-4,-26,1,0.37
CC(=O)N1c2ccccc2C(C)=CC1(C)C,-2,1,-6,3,-12,-10,-31,1,-0.15
CCCOc1ccc2c(=O)c(-c3cc(C(=O)OC)oc3C)c(C)oc2c1,-10,-1,-3[fluorescence artefact?],-4[fluorescence artefact?],-48,-17,-15[20 µM],5,.
O=C(Nc1cccnc1)C1(c2ccc(Cl)cc2)CCCC1,-4,4,-15,2,-14,9,-20[20 µM],2,.
O=C(c1n[nH]c(=O)c2ccccc12)N1CCOCC1,-2,2,0[fluorescence artefact?],1[fluorescence artefact?],-36,-6,-23,4,.
COc1ccc(C(=O)/C(C#N)=N/Nc2ccccc2[N+](=O)[O-])cc1,9,-8,17[fluorescence artefact?],18,-11,1,-14,-8,-0.31
CCOc1ccc(Nc2nc3ccccc3n3cnnc23)cc1,.,-7,-6,-1,-6,-10,-4,1,-0.62
Cc1ccc(S(=O)(=O)N(CC(=O)NCc2ccco2)Cc2ccc(F)cc2)cc1,-7,22,-8,0,9,-8,-5[20 µM],15,0.54
CC(C)CC(=O)N/C(N)=N/c1nc2ccccc2s1,83*,2,11,-3[fluorescence artefact?],-14,4,-7[20 µM],-4,.
CCCNC(=O)/C=C/c1ccc(C(C)C)cc1,3,-9,-16,10[fluorescence artefact?],-8,-6,-11,-16,-0.55
Nc1nc(NCc2ccco2)nc(NC2CCCCC2)c1[N+](=O)[O-],-8,4,4,5,-14,-10,2,-1,-0.82
S=C1N(c2ccccc2)CN(C2CCCCC2)CN1c1ccccc1,10,-6,-12,2,-20,-14,-14,1,0.21
CCN(Cc1nc2ccccc2c(=O)[nH]1)Cc1nc2ccsc2c(=O)[nH]1,-9,1,-14,-2,1,-11,-19,-10,0.032
CN(C)c1ccc(/C=C/C(=O)c2cc(Cl)ccc2O)cc1,-67,-3,-14,2,65*,79*,-6,1,0.68
c1ccc(-c2n[nH]c(-c3ccccn3)n2)nc1,-3&13,-4,1&-7[fluorescence artefact?],-10&2[fluorescence artefact?],-15&-7,-6&17,-14[20 µM],-191&-19,-0.82&1.4
CCCOC(=O)c1cc2ccccc2oc1=O,2,-10,16,18,-4,-4,-7,-14,0.53
Cc1ccccc1-n1nnc2c(=O)oc3ccccc3c21,4,-5,-7,4,-22,-14,-28[20 µM],5,.
COc1cc(/C=C2/CCc3ccccc3C2=O)cc(OC)c1OC,1,8,0,8[fluorescence artefact?],-6,-9,-12,-3,-1.4
Cc1ccc(N(CC(=O)NCc2ccc(F)cc2)C(=O)c2csnn2)cc1C,4,-14,-4,-1,1,-6,-25,-4,-0.91
CC(C)(C)CC(C)(C)NC(=S)N1CCN(Cc2ccc3c(c2)OCO3)CC1,1,-10,8,-2,3,-7,-10,-3,.
COc1cc2c(cc1NC(=O)C(C)Sc1nc3ccccc3n1C)oc1ccccc12 (stereo not drawn),8,-9,-4,1,-16,-26,-19,-2,0.13
O=C(c1cc(-c2ccco2)nn1-c1cccc(Cl)c1)N1CCCCC1,-10,-8,9,1,3,-8,-17[20 µM],-4,-0.027
O=C(O)CSc1cc(C(F)(F)F)nc(-c2ccccn2)n1,4,-6,7,-9,4,-2,-14,38,1.3
CCCCCNCc1ccc(Cl)cc1,1,-13,0,2,-1,3,-24,-8,0.4
CNC(=O)c1ccc(Oc2ccc(C(=O)NC)cc2)cc1,-7,-1,11,0,-4,-4,-30,16,.
O=C1CN(C(=O)CSc2nc3ccccc3c(=O)n2CC2CCCO2)c2ccccc2N1 (stereo not drawn),13,2,5,4,-12,-2,-22,-18,-1.2
O=C(NCCN1C(=O)C2C3C=CC(C3)C2C1=O)Nc1cccnc1 (stereo not drawn),1,-1,-1,5,-15,-2,-13,-9,2.2
CC(C)/C=N/NC(=O)c1ccc(Cl)cc1,11,-10,-9,-1,2,-1,-3,-13,0.86
Cc1[nH]n(-c2ccccc2)c(=O)c1/C=N/N(C)c1ccccc1,9,-6,-8,-1[fluorescence artefact?],-8,-5,-2,-4,22*
C#CCOc1ccc(Cl)cc1/C=N/O,-4,3,.,.,4,-4,-4,0,.
COc1ccc(-n2c(Cc3cccn3C)nnc2SCC(=O)Nc2cccc(Cl)c2)cc1,1,-6,0,1,8,-65,-12,-3,-1.5

# 4 of the entries above in order of their number in 14-3-3 Bad inh, descending:
SMILES	14-3-3 Bad inh
O=C1CN(C(=O)CSc2nc3ccccc3c(=O)n2CC2CCCO2)c2ccccc2N1 (stereo not drawn)	5
COc1ccc(-n2c(Cc3cccn3C)nnc2SCC(=O)Nc2cccc(Cl)c2)cc1	0
O=C(NCCN1C(=O)C2C3C=CC(C3)C2C1=O)Nc1cccnc1 (stereo not drawn)	-1
CC(C)/C=N/NC(=O)c1ccc(Cl)cc1	-9

# Screening data (PubChem)
